High-throughput results: PubChem, several laboratories
NF-kB neuron act – NF-kB expression increase, human neuronal cells; AID 1239; NF-kB reporter expression; hits give high values; fold change at 12.5 µM; 190,000 tested, 1.6% active; in the data active means fold change above about 3.3
APP 5'UTR act – activates APP 5'UTR luciferase reporter; SH-SY5Y APP 5'UTR luciferase reporter, luminescence; zero percent = DMSO vehicle wells; activation, % at 2 µM; 190,000 tested, 1% active; AID 1276;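 active means activation above a set limit, based on mean plus 3 SD of controls, cut at about 140% in these data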; further: values of inactives mirror those of a sister screen read the other way
Hsp70 act – transcriptional activators of Hsp70. activation, % at 10 µM. 200,000 tested, 0.04% active. HeLa Hsp70 promoter luciferase reporter, luminescence; scaled: vehicle 0, proteasome-inhibitor control 100%;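 active means activation above the mean across all tested compounds plus 3 SD, cutoff set per campaign, cut at about 5.5% in these data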;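 further: 100% = MG132 at 30 µM as the positive control and 0% = DMSO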
FLuc inhib CS – counter-screen for luciferase assay inhibitors: firefly luciferase inhibition; P08659; ATPLite firefly luciferase biochemical luminescence, 10 min; inhibition, % at 10 µM; 200,000 tested, 1.5% active; AID 1006;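 active means inhibition above about 50% when tested at 10 µM, limit read from the data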
Target sequence (P08659 whole entry, looked up): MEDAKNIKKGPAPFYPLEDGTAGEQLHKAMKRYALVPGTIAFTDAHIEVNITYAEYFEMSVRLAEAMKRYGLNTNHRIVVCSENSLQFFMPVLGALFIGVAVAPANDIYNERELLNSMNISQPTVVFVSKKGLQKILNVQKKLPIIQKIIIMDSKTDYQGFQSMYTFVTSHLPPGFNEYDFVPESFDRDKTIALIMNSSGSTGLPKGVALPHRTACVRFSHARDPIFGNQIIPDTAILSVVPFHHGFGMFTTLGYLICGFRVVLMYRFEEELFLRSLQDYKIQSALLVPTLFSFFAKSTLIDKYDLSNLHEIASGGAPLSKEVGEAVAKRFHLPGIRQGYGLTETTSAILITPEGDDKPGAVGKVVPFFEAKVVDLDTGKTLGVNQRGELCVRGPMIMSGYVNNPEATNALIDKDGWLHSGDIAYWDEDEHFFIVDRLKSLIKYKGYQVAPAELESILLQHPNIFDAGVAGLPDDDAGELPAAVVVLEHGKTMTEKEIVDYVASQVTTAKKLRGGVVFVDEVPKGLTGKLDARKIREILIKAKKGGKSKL
APP transl inh – APP translation inhibition; SH-SY5Y APP 5'UTR-luciferase reporter, luminescence; inhibition, % at 2 µM; 190,000 tested, 0.82% active; AID 1285;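 active means inhibition above a set limit, derived from the sample mean plus 3 SD, cut at about 45% in these data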; further: values of inactives mirror those of a sister screen read the other way
DTT redox prof – compounds producing H2O2 with reducing agent – biochemical, NIH compound library profiling, artefact control for MLSCN library redox annotation, primary screen; DTT-dependent redox cycling H2O2, phenol red/HRP absorbance; 100% = 100 µM peroxide control, 0% = buffer; AID 878; 200,000 tested, 0.03% active; activation, % at 10 µM;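 active means activation of at least 50% relative to the plate's high and low controls in the primary single-dose screen; inactive means activation below 50%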;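 further: compound incubated with DTT at 0.8 mM final as the reducing agent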
STAT1 act – STAT1 signaling activation; activation (% of control), % at 5.5 µM; NIH 3T3 STAT1-luciferase reporter, IFN-gamma, luminescence; 100% = IFN-gamma alone, no compound; 200,000 tested, 2.6% active;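 active means activation above the screen-wide mean activation plus 3 SD, cut at about 130% in these data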;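 further: raw ratio to IFN-gamma control signal so 100% means no change and 0% no light; values of inactives mirror those of a sister screen read the other way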
HMGR II inh – E. faecalis class II HMG-CoA reductase inhibition. 190,000 tested, 0.41% active. AID 1066. inhibition, % at 10 µM. purified E. faecalis HMGR, NADPH absorbance 340 nm kinetic;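 active means inhibition above a set limit, the median over all tested compounds plus 3 SD, cut at about 9.5% in these data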;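 further: enzyme runs in reverse so mevalonate oxidation gives rising NADPH absorbance; 0% = complete reaction with DMSO and 100% = background rate lacking mevalonate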
G6PDH counter – inhibits Leuconostoc G6PDH, flagging false hits in G6PDH-based assays; Purified L. mesenteroides G6PDH, diaphorase/resazurin coupled fluorescence, 45 min; inhibition, % at 5 µM; 200,000 tested, 0.12% active; AID 1020; in the data active means inhibition above about 50%
FLuc act counter – affects firefly luciferase, flagging false hits in luciferase stimulation screens; 200,000 tested, under 10 active; activation factor at 10 µM; ATPlite luciferase biochemical, luminescence, 10 min; 0 = ATP-free wells, 1 = DMSO control; P08659;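 active means luciferase activation factor, scaled between plate controls, of at least 2 with compound at 10 µM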
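Assay system: Luciferase/luciferin detection reagent, cell-free biochemical luciferase assay / Also added: ATP substrate / Schedule: 10 min at ambient temperature / Measured by: luminescence measurement of luciferase light output / Benchmarks: low control with PBS replacing ATP, high control enzyme plus ATP without compound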
* = called active by the depositor; · = not tested or not shown; & = joins results of further samples.

SMILES | NF-kB neuron act | APP 5'UTR act | Hsp70 act | FLuc inhib CS | APP transl inh | DTT redox prof | STAT1 act | HMGR II inh | G6PDH counter | FLuc act counter
CCOc1ccc(-n2c(-c3ccc(OC)cc3)c[n+]3c2CCCCC3)cc1 | 0.6 | -7 | -0.1 | -3 | 7 | 0.1 | 77 | -2 | -6 | 1
O=C1CCN(c2ccc([N+](=O)[O-])cc2F)CC1 | 1.2 | -4 | 0.0 | -2 | 4 | -1.9 | 103 | -3 | 9 | 1
Nn1c(Nc2ccccc2)nc2ccccc2c1=O | 0.96 | 5 | 0.3 | -3 | -5 | 2.0 | 110 | -3 | 11 | 1
Cn1c(SC/C=C/c2ccccc2)nnc1-c1cnccn1 | 1.1 | -4 | 1.0 | -2 | 4 | 1.1 | 97 | -2 | -23 | 1
CC(C)Cn1c(O)c2ccc(C(=O)N=NC(=O)c3cccnc3)cc2c1O | 0.99 | 19 | 0.0 | -3 | -19 | 0.5 | 101 | 0 | -12 | 1
CCN(CC)CC(C(=O)N(CC)CC)P(=O)(c1ccccc1)c1ccccc1 (stereo unspecified) | 1.2 | -10 | -0.2 | -1 | 10 | 0.7 | 95 | -6 | -3 | 1
COc1ccc(-c2nc(SCC(=O)Nc3nccs3)c(-c3ccc(Cl)cc3)[nH]2)cc1 | 0.43 | -1 | 0.1 | -1 | 1 | 0.7 | 108 | 3 | 20 | 1
Cc1cc(C)n2nc(SCc3nnc(-c4ccc(F)cc4)o3)nc2n1 | 1.1 | -6 | -0.1 | -1 | 6 | 0.3 | 101 | 3 | 3 | 1
CCn1c(=N)n(CC(=O)c2ccc(OC)c(OC)c2)c2ccccc21 | 0.88 | 0 | -0.4 | -4 | 0 | 0.3 | 97 | 2 | 14 | 1
COC(=O)c1ccccc1NC(=O)CN(Cc1ccccc1)S(C)(=O)=O | 0.99 | 0 | -0.4 | -4 | 0 | 1.6 | 93 | 0 | 4 | 1
Cc1ccc(S(=O)(=O)Nc2ccccc2C=Nc2cccc(C)c2C)cc1 | 1 | 3 | 0.0 | -5 | -3 | 0.4 | 102 | 2 | -6 | 1.1
COC(CNC(=O)c1cc(C(=O)c2c(-c3c(Cl)cccc3Cl)noc2C)c[nH]1)OC | 0.92 | 13 | 0.1 | -3 | -13 | 1.3 | 97 | -1 | 3 | 1
CN(C)S(=O)(=O)c1ccc(Cl)c(NC(=O)COC(=O)[C@@H]2CCCN2C(=O)c2cccs2)c1 | 1.1 | 4 | 0.2 | -5 | -4 | -1.3 | 101 | -2 | 11 | 1.1
CCCOC(=O)/C(C)=N\NC(=O)c1ccco1 | 1.6 | 22 | 0.1 | -4 | -22 | 0.6 | 109 | 4 | 3 | 1
CCCc1c(C)c2ccc(OCC(C)=O)cc2oc1=O | 2 | 40 | 0.3 | 4 | -40 | -0.2 | 131* | -1 | 11 | 1
O=C(/C=C/c1cn(-c2ccccc2)nc1-c1cccnc1)NCCN1CCOCC1 | 0.82 | -7 | -0.1 | 4 | 6 | 0.3 | 97 | -9 | 5 | 1
Cc1cc(=O)[nH]c(Nc2ccc(C(=O)OC(C)C)cc2)n1 | 0.93 | 14 | -0.2 | 2 | -14 | 0.2 | 110 | -2 | -2 | 1
O=C(CSc1nnc(Cn2cnc3ccccc32)o1)Nc1cccc2ccccc12 | 1 | -25 | 0.6 | -3 | 25 | -1.2 | 101 | -1 | 1 | 1
O=C(CN(C1CCCCC1)S(=O)(=O)c1ccccc1)N1CCCC1 | 1.2 | -6 | -0.3 | -11 | 6 | 0.6 | 99 | 3 | -7 | 1.1
CC(C)=Nc1ccccc1C1COC(=O)C1=N (stereo unspecified) | 0.94 | 3 | -0.3 | -6 | -3 | -0.2 | 95 | -1 | 0 | 1.1
COc1ccc(F)c(C2C(C#N)=C(N)Oc3n[nH]c(C(C)(C)C)c32)c1 (stereo unspecified) | 0.94 | -7 | 0.1 | -1 | 6 | -0.3 | 89 | 0 | -1 | 1
O=C(NC(=S)N1CCOCC1)c1cc2ccccc2o1 | 1.3 | 19 | -0.2 | 1 | -19 | -0.2 | 104 | -2 | -3 | 1
CCNC(=S)N1CCN(CC)CC1 | 1 | 0 | -0.3 | -7 | 0 | -2.2 | 96 | 1 | 6 | 1.1
O=C(Cc1ccccc1)CC1(O)C(=O)Nc2ccccc21 (stereo unspecified) | 1.4 | 2 | -0.2 | -4 | -2 | 2.2 | 99 | -2 | 16 | 1
Cc1cc(C)n2nc(C(=O)NNC(=O)c3ccccc3)nc2n1 | 1.2 | 4 | -0.4 | 2 | -4 | -0.7 | 104 | 1 | 2 | 1
CCN1CCN(CC(=O)Nc2ccc3c(c2)OCCO3)C(=O)C1=O | 1.1 | · | -0.1 | -10 | · | -0.9 | 102 | 2 | 3 | 1.1
O=[N+]([O-])c1cc(/C=N/O)ccc1N1CCCC1 | 1.1 | 16 | -0.1 | 4 | -16 | 0.0 | 110 | 0 | 6 | 1
O=C(NCC(=O)N(c1cnc2ccccc2c1)C(C(=O)NC1CCCC1)c1ccncc1)c1ccco1 (stereo unspecified) | 1.5 | 38 | 0.0 | -8 | -38 | 0.6 | 100 | 1 | 3 | 1.1
CC(=O)NC(Cc1ccc(F)cc1)C(=O)O (stereo unspecified) | 1.2 | 1 | -0.1 | -9 | -1 | -5.2 | 97 | -7 | 8 | 1.1
COCCCn1c(=N)c(C(=O)NC2CCCCC2)cc2c(=O)n3ccccc3nc21 | 0.89 | 11 | 0.4 | -10 | -11 | 0.0 | 95 | 1 | 10 | 1.1
Cc1nn(-c2ccccc2)c(Cl)c1/C=C1\N=C(c2ccccc2)OC1=O | · | 15 | -0.2 | · | -16 | 0.9 | 102 | · | · | ·
COc1ccc(C(=O)N/C(=C/c2cccs2)C(=O)NC(C)(C)C)cc1OC | 1.1 | -7 | 0.0 | -7 | 7 | -0.5 | 101 | -1 | 6 | 1.1
Cc1ccc(NC(=O)c2ccc(NCCN)c([N+](=O)[O-])c2)cc1Cl | 1.7 | 16 | -0.1 | 1 | -16 | -0.3 | 99 | 0 | 8 | 1
c1coc(CN(Cc2ccco2)c2ncnc3c2oc2ccccc23)c1 | 0.95 | -9 | -0.2 | -5 | 9 | 0.7 | 92 | -1 | -1 | 1.1
O=C(CSc1ccc2nnc(-c3ccccn3)n2n1)N1CCOCC1 | 1.2 | -59 | 0.7 | -4 | 59* | 0.5 | 104 | -4 | 6 | 1
C#CCNC(=O)C1=C[C@@H](c2ccc(C#C)cc2)[C@H](CCCO)[C@@H](OCC)O1 | 1 | 0 | -0.5 | 0 | 0 | -0.9 | 79 | -1 | 10 | 1
CC(C)/C(=N\NC(=O)Nc1ccccc1)c1ccccc1 | 1.7 | 16 | -0.1 | -4 | -16 | -5.1 | 106 | -4 | 4 | 1
CCOc1ccc(C(=O)Nc2cccc(C(=O)O)c2C)cc1Cl | 3.5* | 44 | -0.5 | 19 | -44 | 0.1 | 54 | -6 | 4 | 0.8
Cc1cccc(NCc2nc(-c3ccccc3)no2)c1 | 1.5 | -7 | -0.1 | 0 | 7 | -0.7 | 111 | -8 | 7 | 1
Cc1cc(NC(=O)Nc2cccc(C)c2C)no1 | 0.8 | 0 | -0.3 | 2 | 0 | -0.5 | 103 | -8 | 1 | 1
Cc1ccccc1C(=O)NNC(=S)NC(=O)c1cccnc1 | 1.1 | -12 | -0.3 | -4 | 12 | -0.5 | 98 | -1 | 0 | 1
COc1ccc(-n2nnnc2-c2cn(C)nc2C(F)(F)F)cc1 | 1.1 | · | -0.2 | -10 | · | 0.7 | 92 | 2 | 17 | 1.1
CC(C)(C)C1CCC(=NNc2nc3ccccc3[nH]2)CC1 (stereo unspecified) | 1.2 | 23 | 0.0 | 11 | -23 | -1.7 | 106 | -1 | 9 | 0.9
COc1ccc2oc(C(=O)NC(C)(C)C)c(C)c2c1 | 0.96 | 80 | 0.6 | 27 | -80 | 0.3 | 146* | -7 | 6 | 0.7
O=C1c2ccccc2-c2nnc(-c3ccc(F)cc3)cc21 | 4.5* | 144* | 0.2 | 79* | -144 | -0.7 | 115 | -1 | -2 | 0.2

Looked up one by one from above (five):
SMILES | NF-kB neuron act | APP 5'UTR act | Hsp70 act | FLuc inhib CS | APP transl inh | DTT redox prof | STAT1 act | HMGR II inh | G6PDH counter | FLuc act counter
O=C1c2ccccc2-c2nnc(-c3ccc(F)cc3)cc21 | 4.5* | 144* | 0.2 | 79* | -144 | -0.7 | 115 | -1 | -2 | 0.2
COc1ccc(-n2nnnc2-c2cn(C)nc2C(F)(F)F)cc1 | 1.1 | · | -0.2 | -10 | · | 0.7 | 92 | 2 | 17 | 1.1
Cc1cc(NC(=O)Nc2cccc(C)c2C)no1 | 0.8 | 0 | -0.3 | 2 | 0 | -0.5 | 103 | -8 | 1 | 1
COc1ccc(C(=O)N/C(=C/c2cccs2)C(=O)NC(C)(C)C)cc1OC | 1.1 | -7 | 0.0 | -7 | 7 | -0.5 | 101 | -1 | 6 | 1.1
O=C(CSc1ccc2nnc(-c3ccccn3)n2n1)N1CCOCC1 | 1.2 | -59 | 0.7 | -4 | 59* | 0.5 | 104 | -4 | 6 | 1

Following part.
SMILES | NF-kB neuron act | APP 5'UTR act | Hsp70 act | FLuc inhib CS | APP transl inh | DTT redox prof | STAT1 act | HMGR II inh | G6PDH counter | FLuc act counter
Cc1cc(C)c(C(=O)COC(=O)CCNS(=O)(=O)c2c(Cl)cccc2Cl)cc1C | 1.2 | 14 | 0.1 | -4 | -14 | -0.6 | 101 | -5 | 1 | 1
Cc1nc(=O)c(-c2ccccc2)c(C)n1-c1ccc(O)cc1 | 1.3 | -20 | -0.5 | -4 | 20 | 0.1 | 101 | 4 | -2 | 1
Cc1ccccc1OCC(O)Cn1c(=N)n(CCN2CCOCC2)c2ccccc21 (stereo unspecified) | 0.96&0.94 | -30&-11 | -0.1&0.0 | 0&-5 | 30&11 | 0.4&0.1 | 105&98 | -3&-9 | 6&-2 | 1&1.1
COc1ccc(-c2c(C)n([O-])c3c([n+]2=O)CCC3)cc1OC | 1.7 | · | 0.1 | -5 | -7 | -0.9 | 95 | -2 | -8 | 1.1
Cc1ccccc1OCC(=O)N(Cc1ccc(N(C)C)cc1)C1CCS(=O)(=O)C1 (stereo unspecified) | 1.1 | 9 | 0.1 | 0 | -9 | -0.1 | 90 | -2 | 10 | 1
O=C(NCc1ccc(-c2nc3ccccc3s2)cc1)c1ccco1 | 1.9 | 51 | -0.1 | 17 | -51 | -0.5 | 122 | 0 | 0 | 0.8
CC(=O)NC(C)(C)C1CC=C(C)/C(=N\O)C1 (stereo unspecified) | 0.95 | -19 | -0.2 | -2 | 19 | -0.3 | 100 | -2 | 0 | 1
COc1ccc(NC(=O)c2oc3ccccc3c2NC(=O)c2ccco2)c(OC)c1 | 0.82 | 8 | -0.1 | 3 | -8 | -3.0 | 96 | -2 | 0 | 1
Cc1ccc(C(=O)NNC(=O)CCC(=O)Nc2cccc(Cl)c2C)cc1 | 1.1 | 20 | 0.0 | -1 | -20 | 0.0 | 103 | 2 | -10 | 1
Cc1ccc(OCC(=O)N2CCN(S(=O)(=O)c3ccccc3[N+](=O)[O-])CC2)cc1 | 0.91 | 3 | 0.0 | -8 | -3 | 0.1 | 97 | -5 | -1 | 1.1
CSc1ccccc1C(=O)Nc1cccc(C)c1 | 1.4 | -9 | 0.3 | -2 | 9 | -0.1 | 105 | 0 | 1 | 1
